CBFb-SMMHC binding – inhibitors of RUNX1 Runt–CBFb-SMMHC binding, biochemical, TR-FRET (AID 1438) | Runt-related transcription factor 1 (Homo sapiens) + Core-binding factor subunit beta … | TR-FRET Runt domain–CBFb-SMMHC binding, biochemical; higher % means a stronger effect | inhibition, % at 20 µM, or IC50 in µM where a hit was titrated | 2,200 compounds, 2% hits; in the data active = inhibition from about 52%, or a potency from the dose series; inactive = the rest, 99 in 100 with inhibition below about 48%
* marks the source's active call; other numbers are inactive results.

Preview:
SMILES	CBFb-SMMHC binding
O=c1oc2c(CN3CCN(CCO)CC3)c(O)ccc2cc1-c1ccccn1	-11%
Cc1cc(NCc2ccco2)nc2cc(O)ccc12	43%
CC1=C(C#N)C(C)C2=C(CC(C)(C)CC2=O)N1 (configuration not stated)	37%
O=[N+]([O-])c1ccc(N=Cc2sc3ccccc3c2O)cc1	-14%
COc1ccc(C2=CC(=O)C=CC2=O)cc1	-4%

Results, from the first entry:
SMILES	CBFb-SMMHC binding
O=c1oc2c(CN3CCN(CCO)CC3)c(O)ccc2cc1-c1ccccn1	-11%
Cc1cc(NCc2ccco2)nc2cc(O)ccc12	43%
CC1=C(C#N)C(C)C2=C(CC(C)(C)CC2=O)N1 (configuration not stated)	37%
O=[N+]([O-])c1ccc(N=Cc2sc3ccccc3c2O)cc1	-14%
COc1ccc(C2=CC(=O)C=CC2=O)cc1	-4%
Cc1ccccc1S(=O)(=O)c1cc(C#N)c(=O)[nH]c1N	-4%
O=C(O)c1ccc(N=c2oc3cc(O)ccc3cc2C(=O)NCc2ccccc2)cc1	-1%
COc1ccccc1NC(=O)c1cc2ccccc2o/c1=N\O	31%
COc1ccc2nc(N3CCC(C)CC3)c(C#N)cc2c1	24%
CCCN1CCc2c(sc(NC(=S)NC(=O)c3ccccc3)c2C#N)C1	-14%
Cc1c(Cc2ccccc2)sc(/N=C/c2c(O)ccc3ccccc23)c1C(N)=O	46%
CCOC(=O)CSc1cc(C)c(C#N)c2nc3ccccc3n12	-59%

3 compounds from above, arranged by their value in CBFb-SMMHC binding, smallest number first.
molecule | CBFb-SMMHC binding
O=c1oc2c(CN3CCN(CCO)CC3)c(O)ccc2cc1-c1ccccn1 | -11%
COc1ccc2nc(N3CCC(C)CC3)c(C#N)cc2c1 | 24%
COc1ccccc1NC(=O)c1cc2ccccc2o/c1=N\O | 31%

Back to the main list with the three entries that preceded the break.
SMILES	CBFb-SMMHC binding
CCCN1CCc2c(sc(NC(=S)NC(=O)c3ccccc3)c2C#N)C1	-14%
Cc1c(Cc2ccccc2)sc(/N=C/c2c(O)ccc3ccccc23)c1C(N)=O	46%
CCOC(=O)CSc1cc(C)c(C#N)c2nc3ccccc3n12	-59%
Cc1ccc(-c2cc(-c3ccccc3)c3c(N)c(S(C)(=O)=O)sc3n2)cc1	22%
O=C(O)C(=O)/C(=C\c1ccccc1)c1ccc2ccccc2n1	5%
CCCCNC(=S)N(C)/N=C/c1ccccc1F	-14%
CCOc1ccccc1C1NC(=O)NC(C)=C1C(=O)OCc1ccco1 (configuration not stated)	5%
COC(=O)c1cccc(/C=N/NC(N)=S)c1O	-6%
CCc1cc2c(-c3ccccc3)cc(=O)oc2c(CN2CCOCC2)c1O	31%
CCCN1C2CCCC1CC(NC(=S)Nc1ccc(OC)cc1)C2 (configuration not stated)	-12%
NC(=S)c1cc2ccc(O)cc2oc1=O	15%
CN1CC=C2C(C#N)=C(N)C(C#N)(C#N)[C@H](c3ccoc3)[C@H]2C1	49%
CCOc1ccc(-c2csc(NC(=O)CSCC(=O)O)n2)c2ccccc12	-8%
O=C(Nc1sc2c(c1C(=O)NCc1ccco1)CCCC2)c1ccc2c(c1)OCO2	30%
CCn1c(CSc2nc3ccccc3s2)nc2ccccc21	12%
CCOc1ccc2nc(NCCNC(=O)CC)c(C#N)cc2c1	34%
C=CCNc1nc(N2CCOCC2)c(C#N)c2c1CN(C)CC2	34%
Cc1ccc(-c2nc(N)s[n+]2-c2ccccc2)cc1	8%
CN1/C(=C/C(=O)c2cccs2)Sc2ccccc21	14%
C=CCn1c(N)c(C(=O)OC(C)(C)C)c2nc3ccccc3nc21	33%
COc1ccc(CNC(=O)c2cc3c(=O)n4ccccc4nc3n(CC3CCCO3)c2=N)cc1 (configuration not stated)	23%
Cc1oc2cc(O)ccc2c(=O)c1-c1nncn1-c1ccccc1	6%
Cc1cc(=O)oc2cc(NS(=O)(=O)c3ccccc3)ccc12	-6%
CCOC(=O)c1cc(-c2ccccc2)nc2nc(N3CCCCC3)sc12	30%
Cc1ccc(/C=C2/C(=O)N(c3ccccc3)C(=S)N2C)o1	45%
CCCCCCc1cc2cc(-c3nnc(-c4ccccc4OC)o3)c(=O)oc2cc1O	17%
CCN(CC)c1ccc2cc(-c3nc4ccccc4n3C)c(=O)oc2c1	-7%
COC(=O)C1=CN(CC2CCCO2)C=C(C(=O)OC)C1c1cc(OC)c(OC)c(OC)c1 (configuration not stated)	32%
Fc1ccc(C(Nc2ccccn2)c2c[nH]c3ccccc23)cc1 (configuration not stated)	-12%
COc1cccc(N2C(=O)Nc3ccccc3C2(O)C(=O)NCc2ccc3c(c2)OCO3)c1 (configuration not stated)	-1%
COC(=O)c1scc2c(=O)cc(C(F)(F)F)[nH]c12	-7%
COc1cc(NS(=O)(=O)c2ccc(N/C=C\C(=O)c3ccc(OC)c(OC)c3)cc2)nc(OC)n1	13%
COc1ccc(C2C=C(c3ccccc3)Nc3ncnn32)cc1 (configuration not stated)	31%
COc1ccc2cc(C(C)=O)c(=O)oc2c1	9%
COc1ccc2oc(=O)c(-c3nc4ccccc4o3)cc2c1	42%
O=C(Nc1ccccc1)ON=C1c2ccccc2-c2ccccc21	-7%
CC(=O)Oc1ccc2c(C)c(CC(C)O)c(=O)oc2c1 (configuration not stated)	6%
O=C(NC(Cc1ccccc1)C(=O)Oc1ccc2c(C(F)(F)F)cc(=O)oc2c1)OCc1ccccc1 (configuration not stated)	26%
CN1CCN(Cc2c(O)ccc3cc(-c4ccccn4)c(=O)oc23)CC1	-17%
O=c1[nH]c2ccccc2n2c(-c3ccccc3)nnc12	84%*
CC(C)(C)C(=O)Nc1nc2c(s1)CN(Cc1ccccc1)CC2	-16%
CCCc1cc(=O)oc2c(C)c(O)c(CN3CCCCC3)cc12	37%
CCCOC(=O)C1=C(C)NC2=C(C(=O)CC(C)(C)C2)C1c1cccnc1 (configuration not stated)	45%
Cc1cc(C)c2c(=O)n(CC(=O)NC3CCCC3)sc2n1	-9%
CC(C)(C)n1nnnc1CN(Cc1ccco1)Cc1cc2cc3c(cc2[nH]c1=O)OCO3	29%
CCC(=O)Nc1cc(C)c(NC(=O)CCc2ccccc2)cn1	-11%
CN1C(=O)C(Cl)(Cl)C(=O)c2ccccc21	16%
N#Cc1cc2c(=O)n3ccccc3nc2n(CCN2CCOCC2)c1=O	25%
COc1cc(/C=C(\C#N)C(=O)Nc2cccc3ncccc23)ccc1O	-7%
CCOC(=O)Cc1csc(/N=C/c2c(O)n(-c3ccc(C)c(C)c3)c(=O)c3ccccc23)n1	5%
CC1(C)Cc2c(sc3ncn4c(=S)[nH]nc4c23)CO1	-12%
CCOc1ccccc1-n1c(SCC(N)=O)nc2ccccc2c1=O	-4%
COc1cccc(C2C(C#N)=C(C)NC3=C2C(=O)CC(C)(C)C3)c1 (configuration not stated)	44%
CCc1ccccc1N1CSC2=C(C#N)C(c3ccccc3F)CC(=O)N2C1 (configuration not stated)	25%
O=S(=O)(c1ccc(N2CCC(c3ccc(Cl)cc3)=N2)cc1)N(CCO)CCO	11%
CCN(CC)CCN1C2=C(C(=O)CC(C)(C)C2)C(c2cccc(F)c2)C2=C1CC(C)(C)CC2=O	-4%
Cc1ccc(-n2c(=O)c(C#N)cc3c(=O)n4cccc(C)c4nc32)cc1	49%
O=[N+]([O-])c1ccc(CNC2CCCc3ccccc32)cc1 (configuration not stated)	-9%
CC(=O)Oc1ccc2cc(-c3ccccc3)c(=O)oc2c1	8%
Cc1ccc(NC(=O)Cn2sc3nc(C)cc(C)c3c2=O)c(Cl)c1	-74%
O=C(Nc1ccc(N2CCCC2)cc1)c1ccccc1F	18%
CC(C)=CCCC1=CCC2C(=O)NNC(=O)C2C1 (configuration not stated)	-6%
COc1ccc(Cl)cc1NC(=O)NCCN1CCNC1=O	2%
Other results follow.
SMILES	CBFb-SMMHC binding
CC(=O)c1cc2c(C)cc(=O)oc2cc1O	30%
CN(C)/C=C1\C=C2C(=O)c3ccccc3N2C1=O	32%
Cc1cccc(S(=O)(=O)C(C#N)c2nc3ccccc3nc2N2CCOCC2)c1 (configuration not stated)	23%
COc1cc(/C=C(\C#N)c2nc3ccccc3[nH]2)c([N+](=O)[O-])cc1OCc1ccccc1	17%
Cc1cccn2c(=O)c3cc(C(=O)NCc4cccnc4)c(=N)n(C)c3nc12	45%
CC(=O)c1sc(-c2ccc(Cl)cc2)cc1N	-8%
Cc1ccc2c3c(cccc13)-c1ccccc1C2=O	23%
CCOC(=O)c1cc(-c2ccccc2)sc1NC(=O)C(C)Sc1nnnn1C (configuration not stated)	-8%
COc1cc(/C=C(\C#N)C(=O)Nc2cccc3ncccc23)cc(OC)c1OC	19%
CCCn1nc(NC(=O)c2cccs2)c2cc3ccccc3nc21	-2%
CCOC(=O)c1cc2c(=O)n3ccccc3nc2n(CC(C)C)c1=NC(=O)c1ccco1	26%
COc1cc(C(=O)N2C(=O)c3cccc(N)c3C2=O)cc(OC)c1OC	-28%
Clc1ccc(-c2nc(N3CCCCC3)nc3ccccc23)cc1	25%
COc1cc2c(cc1N/C=C(\C#N)c1nc(-c3ccc(F)cc3)cs1)oc1ccccc12	-1%
CC(C)Cn1c(CCC(=O)O)ccc1-c1cccs1	34%
Clc1ccc(N2N=C(c3cccs3)CC2c2ccco2)cc1 (configuration not stated)	-4%
CCNc1nc(C)c(CN(C(C)=O)c2ccccc2)nc1C#N	47%
Cc1cccn2c(=O)c3cc(S(=O)(=O)c4ccc(F)cc4)c(=N)n(Cc4ccco4)c3nc12	-6%
Cc1ccc2nc3c(cc(C(=O)NCC4CCCO4)n3C)c(=O)n2c1 (configuration not stated)	17%
COCCCNC(=S)NCCNc1nc2cc(C)c(C)cc2cc1C#N	-20%
CCOC(=O)c1sc(NC(=O)CSc2nc3c(c(=O)n2-c2ccccc2)SCC3)c(C(=O)OCC)c1C	0%
Cc1cc(C)c2c(n1)sc1c(-c3ccccc3)c(C#N)c(N)nc12	24%
CC(=O)c1c(N2CCN(Cc3ccccc3)CC2)nc(=S)n(Cc2ccccc2)c1C	27%
CC(C)(C)C(=O)Oc1ccc2cc(-c3ccc4ccccc4n3)c(=O)oc2c1	30%
CC1CC(C)CN(S(=O)(=O)c2cccc(C(=O)N3C(=O)c4cccc(N)c4C3=O)c2)C1 (configuration not stated)	37%
COc1c(O)ccc(/C=C(\C#N)c2nc3ccccc3[nH]2)c1[N+](=O)[O-]	10%
OCCNc1nc(-c2ccccc2)c2cc(Cl)ccc2n1	1%
CN(C)c1c2ccccc2nc2c(F)c(F)c(F)c(F)c12	-22%
Nc1c(C(=O)NCc2ccc(F)cc2)c2nc3ccccc3nc2n1CCCN1CCOCC1	33%
Cc1cc([N+](=O)[O-])cc2c1NCC1CC=CC21 (configuration not stated)	-6%
N#C/C(=C\c1c(N2CCCCC2)nc2ccccn2c1=O)C(=O)NCc1ccco1	-20%
COc1ccccc1-[n+]1c(C)cc(/C=C2\Sc3ccccc3N2C)cc1C	9%
COCCn1c(N)c(C(=O)NCc2cccs2)c2nc3ccccc3nc21	25%
Cc1ccc(-n2c(C)cc(/C=N/NC(=O)Cn3c4ccccc4c(=O)c4ccccc43)c2C)cc1	13µM*
CN1C(=O)CSc2ccc(NC(=O)N3CCOCC3)cc21	2%
COc1ccc(-n2c(=O)c3ccccc3n(CC(=O)Nc3ccccc3OC)c2=O)cc1	-1%
CCNC(=O)/C(C#N)=C/c1c(N2CC(C)OC(C)C2)nc2ccccn2c1=O (configuration not stated)	32%
O=c1cc(CN2CCN(S(=O)(=O)c3ccc4c(c3)OCCO4)CC2)c2ccc(O)cc2o1	36%
Cc1ccc(C)c(-n2c3nc(=O)n(C)c(=O)c-3cc3ccccc32)c1	-12%
COc1cccc(C(=O)c2cc3ccc(O)cc3oc2=O)c1	5%
c1ccc(CCNc2ccnc3cc4ccccc4cc23)cc1	-40%
CCN1CCc2nc(NC(=O)c3cc(F)c(F)cc3Cl)sc2C1	-9%
CNS(=O)(=O)c1ccc2nc(NC(=O)c3ccc(N4C(=O)CCC4=O)cc3)sc2c1	-4%
Cc1ccccc1NC(=O)CSCC(=O)Nc1ccccc1C	-13%
N=c1c(C(=O)NCc2ccc3c(c2)OCO3)cc2c(=O)n3ccccc3nc2n1Cc1cccnc1	49%
CCCCCCCCOc1ccc(C2OC34CCCCC3C(C#N)(C#N)C2(C#N)C(=N)O4)cc1 (configuration not stated)	20%
O=C(O)/C=C/c1ccc(O)c(O)c1	18%
COc1ccc2nc3c(cc2c1)c(NC(=O)c1cccs1)nn3CC(C)C	12%
Nc1cccc2nc3ccccc3cc12	30%
N#Cc1ccc(/C=C(\C(=O)C(=O)O)c2ccc3ccccc3n2)cc1	1%
CCCS(=O)(=O)c1c(S(=O)(=O)CCC)c2c(C)cccn2c1C(=O)N/N=C/c1cc(O)cc(O)c1	2%
CN1Cc2sc(NC(=S)NC(=O)c3ccccc3)c(C#N)c2CC1(C)C	-11%
C=CCc1cc(/C=C/c2nc(O)c([N+](=O)[O-])c(=O)[nH]2)cc(OC)c1O	3%
CN1CCc2c(sc3ncn4nc(-c5ccccc5O)nc4c23)C1	30%
Clc1cncc(Cl)c1NNc1c2ccccc2nc2ccccc12	39%
CCC(C)/C=C/C1=CC2=C(Cl)C(=O)C3(C)OC(=O)C(C(=O)C(C)C(C)O)C3C2=CO1 (configuration not stated)	-11%
N#Cc1c(NC(=O)CSc2ncc(-c3ccccc3)n2CC2CCCO2)sc2c1CCCC2 (configuration not stated)	-3%
O=C(COC(=O)COc1ccccc1[N+](=O)[O-])NC1CCCC1	-6%
Nc1cccc2c1C(=O)N(C(=O)c1cccc(S(=O)(=O)N3CCCCCC3)c1)C2=O	30%

Structures above that contain a CF3 group:
SMILES	CBFb-SMMHC binding
COC(=O)c1scc2c(=O)cc(C(F)(F)F)[nH]c12	-7%
O=C(NC(Cc1ccccc1)C(=O)Oc1ccc2c(C(F)(F)F)cc(=O)oc2c1)OCc1ccccc1 (configuration not stated)	26%

These rows are one share of the data. The share of hits here may be higher or lower than overall.
